UTI89 phage lysis – protection from phage-mediated lysis, alamar blue read-out – E. coli UTI89, K1F phage, bacterial capsule biogenesis inhibitors (AID 488966). one-dose inhibition, % at 100 µM; IC50 in µM for titrated hits. 340,000 tested, 0.02% active. E. coli UTI89 K1F phage lysis, alamar blue, 2 h; higher % means a stronger effect;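 active means phage lysis inhibition, versus mean bacterial control, above a set limit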;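 further: capsule biogenesis inhibitors block K1F phage lysis so surviving cells raise fluorescence; higher fluorescence means more inhibition of phage lysis; actives were called in the ten point dose series up to 300 µM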
MT stabilize HCS – microtubule stabilization, imaging screen. HeLa tubulin immunostaining HCS, 24 h; share of cells brighter than vehicle mean+2SD. % tubulin-high responders, % at 10 µM. 200,000 tested, 0.83% active;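 active means plate Z-score above 3 for both tubulin-high and condensed-nucleus cell shares, with cell loss under 80%, at 10 µM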;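 further: anti alpha tubulin signal scored within the nucleus-defined area of each cell; some results filed as inactive read as strong as hits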
Dynein cargo inh – blocks dynein driven cargo transport along microtubules; 3617.4 mouse cells, GR-EGFP nuclear translocation imaging; test concentration mostly 20 µM; stimulated with dexamethasone, 1 µM; active compounds read low; z-score, hits read low; 220,000 tested, 0.47% active; AID 1381;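 active means plate z-score of nuclear minus cytoplasmic receptor signal below a set negative limit, without overly bright fluorescence or cell loss, cut at about -3.5 in these data, passing the limit was not always enough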;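 further: z-score of nuclear minus cytoplasmic ring GR-EGFP intensity difference per well; some compounds called inactive have numbers as strong as hits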
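Also added: dexamethasone, 1.0 µM final. Medium: tet-free, stripped-serum medium. Detection: fixed, Hoechst-stained cells imaged at 10x for EGFP. Read-out: nuclear-to-cytoplasmic GR-EGFP distribution per well. Times: induction 48 h, compound 1 h, agonist 30 min.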
bCat nuc transl – beta-catenin nuclear translocation modulation | HeLa beta-catenin nuclear translocation, immunofluorescence imaging | nuclear translocation activity, % at 5 µM | 190,000 tested, 0.3% active | AID 1665;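 active means nuclear translocation activity above 50% at 5 µM, with a well cell count of 50 or more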;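 further: per-cell ratio of nuclear to cytoplasmic median beta-catenin stain intensity; plate controls were DMSO negative control for no effect and GSK-3 inhibitor IX positive control for full effect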
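Read-out: Nuclear/cytoplasmic beta-catenin signal ratio, % activation | Assay system: Human HeLa cell line | Times: 24 h compound exposure at 37°C, 5% CO2 | Signal: Fluorescence imaging of beta-catenin antibody stain plus DAPI | Dosing: 5 µM primary, 0.02–20 µM confirmation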
Insulin prom up – MIN6 insulin promoter up-regulation | 190,000 tested, 0.3% active | AID 1625 | z-score at 5 µM | MIN6 insulin promoter-GFP reporter, high-content imaging; active compounds read high;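 active means z-score above 3 at 5 µM with at least 500 cells counted in the well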
CSM14.1 death rescue – protection against thapsigargin-triggered cell killing – 384-well, CSM14.1, ATP luminescence, primary screen (AID 1222) | cellular ATP content (survival), % at 20 µM; hits with a dose series show EC50 in µM | CSM14.1 thapsigargin-induced death rescue, ATP luminescence; higher % means a stronger effect | 190,000 tested, under 10 active;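 active means EC50 below 50 µM in the dose-response confirmation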;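 further: death triggered by thapsigargin at about 15 µM added after 2 h compound pretreatment; cell ATP read after overnight thapsigargin exposure of roughly 18 to 22 hours; normalized against plate controls of thapsigargin alone and 5% DMSO vehicle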
M1AAP inhibition – P. falciparum M1AAP inhibitors, biochemical, fluorogenic H-Leu-NHMec substrate, 1536-well (AID 1445) | recombinant M1AAP, H-Leu-NHMec fluorogenic kinetic assay; higher % means a stronger effect | inhibition, % at 30 µM, or IC50 in µM where a hit was titrated | 220,000 tested, 0.42% active;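 active means primary inhibition above the hit cutoff, then over 50% inhibition at one or more dose response concentrations, cut at about 23% in these data, passing the limit was not always enough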;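 further: plate controls were DMSO full reaction for no effect and no enzyme background for full effect; strong numbers were not always called active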
M17LAP inhibition – P. falciparum M17LAP inhibitors, primary screen, biochemical, fluorogenic H-Leu-NHMec substrate, 1536-well (AID 1619); recombinant M17LAP, H-Leu-NHMec fluorogenic kinetic assay; higher % means a stronger effect; one-dose inhibition, % at 30 µM; IC50 in µM for titrated hits; 220,000 tested, 0.38% active;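 active means compound inhibiting the enzyme by more than half at any dose during confirmatory dose-response retesting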;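 further: plate controls were full reaction with DMSO carrier for no effect and no enzyme background for full effect; strong numbers were not always called active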
Autophagy HCS – alters autophagy in cells | calls only at 10 µM (by protocol) | AID 463193 | MEF GFP-LC3 puncta imaging; test concentration mostly 10 µM | 190,000 tested, 0.98% active;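 active means percentage of spot-positive cells more than 3 SD above its plate mean, without a fluorescence outlier flag or 80% toxicity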;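 further: spot-positive cell cutoff set from DMSO-treated cells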
Dynein cargo inh cytoplasmic EGFP – recorded beside Dynein cargo inh, whose call it bears; z-score; measured here: cytoplasmic GR-EGFP intensity; active compounds read high
Dynein cargo inh nuclear GR-EGFP – also measured in Dynein cargo inh; calls as there; z-score; measured here: nuclear GR-EGFP intensity;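 lower value marks the stronger effect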
Dynein cargo inh cell count – also measured in Dynein cargo inh; calls as there; z-score; measured here: cell count per field
Insulin prom up cell count – recorded beside Insulin prom up, whose call it bears; cell count; measured here: cytotoxicity, nuclei count;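 total cells summed across four imaged fields per well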
bCat nuc transl cell count 5 µM – also measured in bCat nuc transl; calls as there; cell count; measured here: cell count, cytotoxicity flag
MT stabilize HCS Hoechst-high % – also measured in MT stabilize HCS; calls as there; % Hoechst-high responders; measured here: nuclear condensation Hoechst responders;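 share of cells brighter than vehicle mean plus two SD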
MT stabilize HCS cytotoxicity % – recorded beside MT stabilize HCS, whose call it bears; toxicity, %; measured here: cytotoxicity by cell density;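 0% = mean cell density of plate MIN control wells and 100% = no cells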
Autophagy HCS cell loss 18 h – also measured in Autophagy HCS; calls as there; toxicity, %; measured here: cell loss, nuclei count;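 cell loss after 18 h compound exposure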
The depositor's hits bear a star; i = inactive; · = no result given; [ ] = remark or other dose.

SMILES	UTI89 phage lysis	MT stabilize HCS	MT stabilize HCS Hoechst-high %	MT stabilize HCS cytotoxicity %	Dynein cargo inh	Dynein cargo inh cytoplasmic EGFP	Dynein cargo inh nuclear GR-EGFP	Dynein cargo inh cell count	bCat nuc transl	bCat nuc transl cell count 5 µM	Insulin prom up	Insulin prom up cell count	CSM14.1 death rescue	M1AAP inhibition	M17LAP inhibition	Autophagy HCS	Autophagy HCS cell loss 18 h
Cn1[nH]c(-c2ccccc2)c(/C=N/O)c1=O	·	2.7	2.7	10.2	0.221	-0.247	0.34	-0.0291	1.1	1094	0.13	1175	·	3.5%	-3.2%	i	-9.8
COc1ccc(CN2C(=O)CC(C(=O)NCCc3ccc(S(N)(=O)=O)cc3)SC2=Nc2ccccc2)cc1 (stereo unspecified)	-0.8%	3.5	2.0	2.1	-0.603	-0.288	0.0986	0.516	-0.5	863	0.01	1407	2.8%	8.7%	1.4%	i	0.4
O=C(Cc1ncc(C(F)(F)F)cc1Cl)Nc1ccc(F)cc1	0.3%	1.1	1.6	4.9	0.288	-0.229	-0.421	0.444	1.6	1081	0.36	1886	-2.2%	1.2%	1.4%	i	12.1
Cc1ccccc1NC(=S)/C(=C(\[O-])c1cc(C)n(Cc2ccccc2Cl)c1C)[n+]1ccccc1	0.4%	0.6	3.6	6.8	0.399	-0.272	0.404	-0.583	-1.8	1111	-0.6	1379	-10.7%	3.2%	-0.1%	i	-5.3
O=S(=O)(c1cccc2cccnc12)N1CCN(c2ccccc2)CC1	3.3%	1.2	1.4	1.9	-0.229	-0.146	0.187	0.865	10.9	1032	·	·	3.8%	8.1%	6.3%	i	-9.1
COc1cc(C(=O)N2CCN(C/C=C/c3ccccc3)CC2)cc(OC)c1OC	0.2%	4.4	3.2	6.4	0.0624	-0.269	-0.113	0.6	0.8	1110	·	·	-1.1%	-2.0%	-10.6%	i	-11.6
CCC(CC)NC(=O)COC(=O)c1ccc(OCc2ccc(C(C)=O)cc2OC)c(OC)c1	-5.5%	2.7	3.1	1.1	0.705	-0.281	0.708	-0.619	-0.3	494	0.09	1301	-1.5%	2.2%	4.1%	i	15.0
Cc1cccc(NC(=O)C(=O)NCCc2c[nH]c3ccccc23)c1C	0.4%	1.9	2.6	6.2	-0.18	-0.171	-0.0465	0.325	·	·	-0.03	1174	0.7%	3.4%	7.0%	i	12.4
O=C(NCCN1CCOCC1)c1cc(-c2ccccc2)on1	1.3%	7.3	4.0	8.3	1.42	-0.2	0.533	0.0776	-1.6	1025	-1.08	1256	0.6%	5.2%	25.8%	i	-3.7
C/C(=N\NC(=O)c1ccc(-c2ccccc2)cc1)c1cccc(N)c1	-0.4%	1.9	1.6	5.8	0.317	-0.286	0.281	0.435	1.7	1097	0.56	1385	0.0%	5.1%	-5.2%	i	-3.6
O=C(CN(c1cccc(C(F)(F)F)c1)S(=O)(=O)c1ccc(Cl)c([N+](=O)[O-])c1)NCc1ccccc1	-0.1%[50 µM]	2.5	2.0	8.2	-5.54*	0.66*	-2.57*	-1.14*	-1.2	1003	-0.18	916	-1.0%	2.0%	2.9%	i	6.2
COC(=O)CSc1nnc(CNC(=O)c2ccco2)n1-c1ccc(F)cc1	0.5%	2.9	2.0	9.3	-0.211	-0.186	0.00887	-0.0785	2.2	1394	-0.45	1456	-1.5%	0.9%	-1.1%	i	-3.0
O=C(NCCS(=O)(=O)c1ccc(Cl)cc1)c1ccc(F)cc1	0.7%	2.5	1.4	1.7	0.721	-0.189	0.264	0.255	-2.8	1113	-0.05	1312	0.2%	1.0%	12.7%	i	22.7
N/C(=N\OC(=O)c1ccc2c(c1)OCO2)c1ccncc1	0.3%	·	·	·	1.07	-0.22	1.06	-1.06	0.2	1301	-0.09	1064	·	-5.3%	-2.2%	·	·
COc1ccc(CC(=O)N2CC3(C)CC2CC(C)(C)C3)cc1 (stereo unspecified)	-0.2%	1.5	1.6	10.5	0.0267	-0.0934	0.66	0.588	2.5	1083	0.98	1200	-2.4%	3.2%	11.4%	i	-8.3
COc1ccc(C)c2sc(=NC(=O)c3ccc(C(C)=O)cc3)n(C)c12	0.0%[50 µM]	·	·	·	1.52	-0.24	0.289	-0.562	-2.9	1146	-0.2	1396	·	1.8%	-1.8%	·	·
CO/N=C/c1c(-c2ccccc2)nn(C)c1Cl	-1.5%	3.7	2.1	4.1	-0.000542	-0.3	0.375	-0.064	1.6	1086	-0.78	1328	-0.4%	-5.9%	2.1%	i	1.6
CC(C)(Cc1ccc(O)cc1)NC(=O)CC(=O)N=Nc1c(O)[nH]c2cc(Br)ccc12	-0.1%	2.7	2.7	7.5	-0.602	-0.371	-0.00352	1.07	-2.6	991	-0.19	1546	1.0%	10.6%	28.6%	i	1.0
Clc1cc(Cl)cc(C2=NCCC(c3ccccc3)O2)c1 (stereo unspecified)	·	1.9	1.8	4.8	0.401	-0.211	0.499	0.509	·	·	0.05	1267	-3.1%	2.3%	9.3%	i	30.4
Brc1ccccc1-c1nnc(COc2ncnc3ccccc23)o1	0.4%	·	·	·	0.526	-0.24	1.29	-0.957	-0.5	1345	0.84	1112	·	8.1%	-16.3%	·	·
Nc1c(-c2ccccc2)c(CN2CCOCC2)nn1-c1ccccc1	0.3%	4.8	2.3	9.1	0.487	-0.283	0.343	0.368	0.2	1032	0.71	1501	-0.7%	3.5%	8.9%	i	11.8
CC(=O)c1ccc(S(=O)(=O)N2CCC(NC(=O)Nc3cccc(F)c3)CC2)cc1	0.2%	3.1	1.5	4.9	-0.0135	-0.232	-0.0551	0.242	0.9	1126	1.05	1433	0.8%	5.2%	1.7%	i	16.8
COC(=O)/C(=C1/Oc2cc3c(cc2S1)OCO3)C(F)(F)F	1.8%	4.4	2.9	9.2	0.0522	-0.125	0.48	0.675	·	·	-0.43	1255	·	0.1%	2.2%	i	0.0
Cc1ccc2nc(Cn3cc(C(F)(F)F)ccc3=O)cc(=O)n2c1	0.1%	2.5	2.4	10.7	0.376	-0.22	0.119	0.477	-1.3	1179	-0.88	1053	·	9.1%	-8.4%	i	-10.5
COc1ccc(/C=C/C(=O)OCC(=O)NCCC2=CCCCC2)cc1S(=O)(=O)N1CCOCC1	0.2%	2.9	3.2	9.8	-1.4	-0.252	-0.274	1.17	-1.1	1096	0.26	1233	0.2%	5.0%	5.6%	i	2.3
SMILES	UTI89 phage lysis	MT stabilize HCS	MT stabilize HCS Hoechst-high %	MT stabilize HCS cytotoxicity %	Dynein cargo inh	Dynein cargo inh cytoplasmic EGFP	Dynein cargo inh nuclear GR-EGFP	Dynein cargo inh cell count	bCat nuc transl	bCat nuc transl cell count 5 µM	Insulin prom up	Insulin prom up cell count	CSM14.1 death rescue	M1AAP inhibition	M17LAP inhibition	Autophagy HCS	Autophagy HCS cell loss 18 h
Cc1ccc(C(=C2C3C=CC2C2C(=O)NC(=O)C32)c2ccc(C)cc2)cc1 (stereo unspecified)	-0.3%	3.7	2.1	8.3	0.222	-0.251	0.23	1.06	·	·	0.08	943	0.3%	0.6%	4.3%	i	10.0
CCOC(=O)C1(Cc2ccccc2)CCN(C2Cc3ccccc3C2)CC1	0.6%	2.2	1.9	8.2	-0.455	-0.274	-0.0489	0.985	-1.9	1008	-0.55	1587	-0.6%	·	·	i	-15.0
CC(=O)Nc1ccc(C2=NNC(=Nc3cccc(S(=O)(=O)N(C)C)c3)SC2)cc1	-0.3%	2.0	2.3	3.1	1.21	-0.149	0.321	-0.409	2.0	1527	·	·	1.6%	14.2%	-1.7%	i	-1.4
O=C(c1ccsc1)N1CCN(C(=O)c2cccs2)CC1	1.8%	2.2	0.3	31.3	-0.261	-0.276	-0.169	0.29	·	·	-0.15	1401	·	-0.4%	4.8%	i	4.2
Nc1ccc2cn[nH]c2c1	-0.2%	9.0	2.9	18.7	-0.462	-0.247	0.274	0.608	·	·	·	·	-1.5%	18.1%	10.7%	i	3.2
O=C(COc1ccc2ccccc2c1)NNC(=O)Cc1cccc2ccccc12	4.3%	2.0	1.0	8.7	-0.246	-0.0394	0.594	0.264	-0.1	1383	0.19	1496	-1.3%	-2.8%	-3.0%	i	34.5
COc1cccc(CN2CCN(Cc3cccc4nonc34)CC2CCO)c1 (stereo unspecified)	-2.5%	2.7	2.1	8.5	-0.336	-0.245	-0.00187	-0.0498	0.5	1547	0.27	1693	0.2%	0.8%	1.8%	i	13.4
CC(C)CCn1c(Oc2ccccc2Cl)nc2c1c(=O)n(C)c(=O)n2C	0.3%	3.2	1.7	7.3	0.325	-0.0756	0.551	1.23	-2.8	1421	0.34	1540	-1.9%	7.3%	6.7%	i	-3.9
CC(C)C(=O)Nc1ccc(S(=O)(=O)Nc2ccccn2)cc1	0.4%	3.9	2.4	14.4	-0.364	-0.324	-0.665	0.73	0.2	1093	-0.33	1271	-0.3%	3.4%	3.3%	i	-8.5
COc1ccc(NC(=O)c2cccc(C#N)c2)cc1NS(=O)(=O)c1ccc(F)cc1	10.1%	3.9	3.5	3.7	-0.713	-0.309	-0.42	0.298	·	·	-0.07	1486	0.7%	5.2%	-1.3%	i	2.0
C1=C(c2ccccc2)CCN(c2nc3ccccc3n3cnnc23)C1	0.1%	5.7	2.5	9.4	-0.54	-0.18	-0.107	0.533	-6.5	1162	0	1120	-0.2%	0.4%	8.5%	i	7.4
CCOC(=O)CC1COCCN1Cc1cn[nH]c1-c1cc(OC)c(OC)c(OC)c1 (stereo unspecified)	0.2%	·	·	·	-0.864	-0.189	-0.517	0.874	0.1	1334	-0.4	1077	·	5.4%	-2.1%	·	·

High-throughput results deposited in PubChem BioAssay by several laboratories.
